PfGluPho inh: PfG6PD (Plasmodium falciparum) enzyme inhibition. actives 0.78% (n = 350,000). inhibition, % at 20 µM. PfGluPho enzyme, NADPH resazurin-diaphorase fluorescence;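 active = inhibition reaching at least a set limit at 20 µM in the primary screen, cut at about 59% in these data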;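 note: 0% = DMSO wells with substrate and 100% = DMSO wells lacking glucose-6-phosphate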
SENP8 block-1: SENP8 protease inhibition. purified SENP8, Z-RLRGG-aminoluciferin cleavage, luminescence. AID 2540. inhibition, % at 10 µM. Q96LD8. actives 1.2% (n = 330,000); in the data active = inhibition above about 50%
Target sequence (Q96LD8 whole entry, looked up): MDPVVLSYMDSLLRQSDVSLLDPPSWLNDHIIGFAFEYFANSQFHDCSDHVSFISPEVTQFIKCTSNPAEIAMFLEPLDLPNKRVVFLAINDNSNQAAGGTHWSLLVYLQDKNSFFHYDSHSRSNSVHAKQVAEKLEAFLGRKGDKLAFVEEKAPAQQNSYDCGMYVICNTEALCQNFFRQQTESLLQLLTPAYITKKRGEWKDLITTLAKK
SENP7 inh: inhibitors of human SENP7 protease | AID 434973 | Q9BQF6 | actives 1.5% (n = 330,000) | recombinant SENP7, Z-RLRGG-aminoluciferin luminescence, 40 min | inhibition, % at 5 µM;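 active = inhibition above about 50% at the single test dose, limit read from the data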;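 note: plate controls were DMSO with enzyme for no effect and no enzyme buffer wells for full effect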
Target sequence (Q9BQF6 706-1050 limits assumed): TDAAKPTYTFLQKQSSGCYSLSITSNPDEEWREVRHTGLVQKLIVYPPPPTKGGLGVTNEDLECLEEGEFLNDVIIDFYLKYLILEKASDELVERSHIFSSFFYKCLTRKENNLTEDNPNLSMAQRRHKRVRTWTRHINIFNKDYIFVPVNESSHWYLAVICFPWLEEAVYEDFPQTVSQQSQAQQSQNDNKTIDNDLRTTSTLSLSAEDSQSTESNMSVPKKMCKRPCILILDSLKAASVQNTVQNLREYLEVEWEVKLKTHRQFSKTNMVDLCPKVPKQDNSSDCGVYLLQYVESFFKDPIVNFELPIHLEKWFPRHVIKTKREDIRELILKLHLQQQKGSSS
UBC13 polyUb: blocks human UBC13 polyubiquitin chain formation; TR-FRET; inhibition, % at 20 µM; actives 0.47% (n = 330,000); AID 485273; in the data active = inhibition above about 45%, passing the limit was not always enough
Target sequence (P61088 whole entry, looked up): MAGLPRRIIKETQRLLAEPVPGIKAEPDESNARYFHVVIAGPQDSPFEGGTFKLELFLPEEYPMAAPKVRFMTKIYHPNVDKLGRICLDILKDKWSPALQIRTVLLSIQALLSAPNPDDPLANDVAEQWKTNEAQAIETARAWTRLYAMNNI
MIN6 prolif: inducers of beta-cell replication in MIN6 cells; MIN6 cells proliferation, ATPlite luminescence, 48 h; cells starved in 0.2% serum; 100% = growth in 10% serum; proliferation, % at 10 µM; actives 0.29% (n = 330,000); AID 2380;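 active = compounds whose signal lies at least 3.5 SD above the mean of all wells on their plate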;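 note: 0% = DMSO-treated cells in low-serum medium and 100% = 10% serum control; some compounds called inactive have numbers as strong as hits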
SENP6 inh: SENP6 protease inhibition | Q9GZR1 | inhibition, % at 10 µM | Recombinant SENP6 catalytic domain, aminoluciferin luminescence | actives 1.8% (n = 330,000) | AID 2599;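 active = inhibition above about 50% at the single tested dose, limit read from the data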;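 note: plate controls were DMSO wells with enzyme for no effect and DMSO wells lacking enzyme for full effect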
HKDC1 inh: blocks human hexokinase HKDC1 activity. Q2TB90. recombinant HKDC1, G6PDH/diaphorase resazurin coupled fluorescence. inhibition, % at 20 µM. actives 0.16% (n = 340,000). AID 493160;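 active = inhibition above about 35% when tested at 20 µM, limit read from the data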;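 note: plate controls were DMSO wells with enzyme for no effect and DMSO wells lacking enzyme for full effect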
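System: Recombinant HKDC1 hexokinase | Amount: HKDC1 at 5 µg/mL | Reagent: Glucose with 1 mM ATP | Doses: Single 20 µM dose | Incubation: Reaction time 90 min, room temperature, protected from light | Signal: Coupled resazurin fluorescence, excitation 525 nm, emission 613 nm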
SENP1 FRET inh: SENP1 (human) catalytic domain inhibition | actives 0.21% (n = 360,000) | recombinant SENP1 catalytic domain, CyPet-SUMO1-YPet FRET cleavage | inhibition, % at 10 µM | Q9P0U3;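 active = inhibition at least 30% at 10 µM, raw YFP signal under a set limit, fluorescence ratio 0.5 to 1.5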;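 note: 0% = enzyme with DMSO and 100% = no enzyme wells; some results filed as inactive read as strong as hits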
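System: Recombinant human SENP1 catalytic domain, His6-tagged | Incubation: Enzyme reaction for 50 min at room temperature, dark | Medium: Tris pH 8 with BME, BSA, NP40 and catalase | Also added: 25 nM SUMO1 FRET substrate | Compound: 10 µM single point, 0.5% DMSO | Measured by: FRET fluorescence in CFP and YFP emission channels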
SENP8 block-2: blocks human SENP8 cleavage of Nedd8 substrate. actives 0.64% (n = 360,000). Q96LD8. recombinant SENP8, Nedd8 substrate fluorescence. inhibition, % at 20 µM. AID 602440; in the data active = inhibition mostly above about 40%, no sharp cut-off; inactive = mostly below about 27%
* marks the source's active call; other numbers are inactive results.

Letter code: A = PfGluPho inh; B = SENP8 block-1; C = SENP7 inh; D = UBC13 polyUb; E = MIN6 prolif; F = SENP6 inh; G = HKDC1 inh; H = SENP1 FRET inh; I = SENP8 block-2
CC(C)C(C(=O)NC1=NCCS1)c1ccc(Cl)cc1 (stereo not drawn)
  A = -3 | B = 5 | C = -9 | D = 13 | E = -4 | F = 27 | G = -5 | H = 1 | I = 12
Cc1ccnc(NC(=O)COC(=O)c2ccc(F)cc2F)n1
  A = 19 | B = -11 | C = -3 | D = -5 | E = -2 | F = -4 | G = -3 | H = -16 | I = -15
COc1ccc(C(C(=O)NC2CCCCC2)N(C(=O)c2ccccn2)c2cccnc2)cc1 (stereo not drawn)
  A = -2 | B = 2 | C = -1 | D = -3 | E = 1 | F = -11 | G = -6 | H = 2 | I = -4
COc1ccc(C(c2nnnn2Cc2cccs2)N2CCN(c3ccccc3)CC2)cc1OC (stereo not drawn)
  A = 1 | B = -6 | C = -18 | D = -6 | E = 3 | F = -13 | G = 1 | H = 0 | I = 14
COc1cc(OC)cc(C(=O)OCC(=O)c2ccc(S(=O)(=O)N3CCCCC3)cc2)c1
  A = -5 | B = -6 | C = 3 | D = 5 | E = -1 | F = -13 | G = -1 | H = 4 | I = 9
O=c1c2ccccc2nc2n1CCCN2
  A = 15 | B = 2 | C = -1 | D = 10 | E = 5 | F = 6 | G = -11 | H = 1 | I = -437
Nc1ccccc1Sc1cc(Cl)nnc1Cl
  A = 15 | B = 1 | C = -3 | D = -4 | E = -1 | F = 6 | G = 0 | H = -20 | I = -2
O=C(NCCN1C(=O)S/C(=C\c2ccc(Cl)c([N+](=O)[O-])c2)C1=O)C1=COCCO1
  A = 0 | B = -4 | C = -3 | D = -10 | E = -7 | F = -2 | G = 5 | H = 1 | I = 19
COc1ccccc1N1CCN(C(=O)c2cccc(S(=O)(=O)NCc3cccnc3)c2)CC1
  A = 9 | B = -11 | C = -1 | D = 4 | E = 5 | F = -4 | G = -5 | H = 3 | I = 14
COc1ccccc1/C=C/C(=O)OCC(=O)NC1CCCCCCC1
  A = 4 | B = -14 | C = 6 | D = 4 | E = 0 | F = -17 | G = -4 | H = 1 | I = -240
CCn1c(=O)cc(SCC(=O)NCCC2=CCCCC2)c2ccccc21
  A = 28 | B = 2 | C = 2 | D = 28 | E = 4 | F = -2 | G = -1 | H = 0 | I = -40
COc1cccc(-c2nnc(SCC(=O)OC(C)C)n2Cc2ccco2)c1
  A = 5 | B = -6 | C = 5 | D = -2 | E = -1 | F = -7 | G = -10 | H = 0 | I = 22
COc1ccccc1Oc1ccc(NC(=O)Cc2ccccc2)cc1
  A = -4 | B = 0 | C = 6 | D = 2 | E = -2 | F = -12 | G = -6 | H = 1 | I = 17
CC(C)CC(=O)Nc1ccc([N+](=O)[O-])cc1Cl
  A = -21 | B = -3 | C = 4 | D = 12 | E = -2 | F = 4 | G = -6 | H = 4 | I = 8
COC(=O)c1ccc(COC(=O)c2ccc(-n3cnnn3)cc2)o1
  A = -18 | B = -15 | C = -6 | D = -9 | E = -3 | F = -11 | G = -10 | H = -1 | I = 36
O=C(CCNS(=O)(=O)c1cccc2nsnc12)N1CC(=O)N(CCc2ccccc2)C(=O)C1
  A = -6 | B = 3 | C = 0 | D = 1 | E = 0 | F = -9 | G = -5 | H = 1 | I = 8
O=C(COC(=O)c1ccc(-n2cnnn2)cc1)Nc1cc(Cl)ccc1F
  A = -9 | B = 1 | C = -1 | D = 7 | E = -3 | F = -5 | G = -5 | H = 1 | I = -30
CCc1ccc(NC(=O)C(C)OC(=O)c2ccc(N3CCCC3)c([N+](=O)[O-])c2)cc1 (stereo not drawn)
  A = -2 | B = 1 | C = 10 | D = -12 | E = -3 | F = 1 | G = -9 | H = 5 | I = 16
Cc1ccc(C)c(NC(=O)CN2C(=O)CNC2=O)c1
  A = 0 | B = -10 | C = -14 | D = -8 | E = -1 | F = -8 | G = -5 | H = 2 | I = 5
CC(C)[C@H](NC(=O)OCc1ccccc1)C(=O)OCc1ccccc1
  A = -5 | B = 6 | C = -2 | D = 4 | E = -4 | F = -14 | G = 2 | H = 1 | I = 6
O=C(Cn1nnc2ccccc2c1=O)Nc1ccc(S(=O)(=O)N2CCOCC2)cc1
  A = -7 | B = -8 | C = -7 | D = -7 | E = 0 | F = -23 | G = -1 | H = -2 | I = -66
CCN1CCN(C(=O)CN(c2ccc(C)cc2)S(C)(=O)=O)CC1
  A = -2 | B = -1 | C = 0 | D = 31 | E = -3 | F = -26 | G = -3 | H = 2 | I = 6
Cc1cccc(COc2coc(CN3CCN(C(=O)c4ccco4)CC3)cc2=O)c1
  A = -2 | B = 1 | C = -8 | D = -9 | E = -1 | F = 8 | G = -5 | H = 0 | I = 10
COc1cc2c(cc1OC)CN(C(=O)c1cc(=O)c3ccccc3o1)CC2
  A = -4 | B = 1 | C = 5 | D = 10 | E = -1 | F = -2 | G = -1 | H = -1 | I = 1
C=CCOc1c(Br)cc(CNn2nnnc2N)cc1OC
  A = 16 | B = 1 | C = 6 | D = -3 | E = -4 | F = -14 | G = -8 | H = -2 | I = 22
O=C(c1cc(S(=O)(=O)N2CCOCC2)c(Cl)cc1Cl)N1CCN(S(=O)(=O)c2cccc(F)c2)CC1
  A = -13 | B = -5 | C = 7 | D = 7 | E = 3 | F = -7 | G = -1 | H = -2 | I = 9
NC(=O)C1CCN(C(=O)CN(c2ccc3c(c2)OCCO3)S(=O)(=O)c2ccccc2)CC1
  A = 3 | B = -8 | C = 10 | D = -3 | E = -4 | F = -14 | G = -8 | H = 2 | I = 10
Cc1nc2ccc(S(=O)(=O)NCC(=O)N3CCN(c4ccccc4)CC3)cc2s1
  A = -6 | B = 2 | C = 4 | D = 1 | E = -1 | F = 9 | G = -4 | H = 1 | I = 25

Of the compounds above, three contain two or more sulfur atoms.
Letter code: A = PfGluPho inh; B = SENP8 block-1; C = SENP7 inh; D = UBC13 polyUb; E = MIN6 prolif; F = SENP6 inh; G = HKDC1 inh; H = SENP1 FRET inh; I = SENP8 block-2
O=C(CCNS(=O)(=O)c1cccc2nsnc12)N1CC(=O)N(CCc2ccccc2)C(=O)C1
  A = -6 | B = 3 | C = 0 | D = 1 | E = 0 | F = -9 | G = -5 | H = 1 | I = 8
O=C(c1cc(S(=O)(=O)N2CCOCC2)c(Cl)cc1Cl)N1CCN(S(=O)(=O)c2cccc(F)c2)CC1
  A = -13 | B = -5 | C = 7 | D = 7 | E = 3 | F = -7 | G = -1 | H = -2 | I = 9
Cc1nc2ccc(S(=O)(=O)NCC(=O)N3CCN(c4ccccc4)CC3)cc2s1
  A = -6 | B = 2 | C = 4 | D = 1 | E = -1 | F = 9 | G = -4 | H = 1 | I = 25

Some of these compounds in order of the HKDC1 inh value, largest number first:
molecule	PfGluPho inh	SENP7 inh	UBC13 polyUb	SENP6 inh	HKDC1 inh	SENP1 FRET inh
COc1cc(OC)cc(C(=O)OCC(=O)c2ccc(S(=O)(=O)N3CCCCC3)cc2)c1	-5	3	5	-13	-1	4
Cc1ccnc(NC(=O)COC(=O)c2ccc(F)cc2F)n1	19	-3	-5	-4	-3	-16
CC(C)C(C(=O)NC1=NCCS1)c1ccc(Cl)cc1 (stereo not drawn)	-3	-9	13	27	-5	1
O=c1c2ccccc2nc2n1CCCN2	15	-1	10	6	-11	1

2 entries from above, with values under each structure.
Each structure is followed by: PfGluPho inh	SENP8 block-1	SENP7 inh	UBC13 polyUb	MIN6 prolif	SENP6 inh	HKDC1 inh	SENP1 FRET inh	SENP8 block-2
> CCN1CCN(C(=O)CN(c2ccc(C)cc2)S(C)(=O)=O)CC1
  -2	-1	0	31	-3	-26	-3	2	6
> Cc1cccc(COc2coc(CN3CCN(C(=O)c4ccco4)CC3)cc2=O)c1
  -2	1	-8	-9	-1	8	-5	0	10

From PubChem
